All columns: NCI-60 one-dose screen, growth in % after 48 h at 10 µM unless noted; 100 = growth as untreated, 0 = no growth, -100 = all killed.
U251: U251 CNS tumor cells. 5.4% of 80,000 active
SF-295: SF-295 CNS cancer cells; 5.6% of 79,000 active; AID 1794758
DU-145: DU-145 prostate cancer. 4.2% of 81,000 active
OVCAR-8: OVCAR-8 ovarian cancer. 4.4% of 81,000 active
SF-539: SF-539 CNS cancer; 6.8% of 81,000 active; AID 1794752
SNB-19: SNB-19 CNS cancer cells. 2.5% of 81,000 active. AID 1794751
OVCAR-3: OVCAR-3 ovarian cancer | AID 1794787 | 7% of 79,000 active
SF-268: SF-268 CNS cancer cells | 3.1% of 82,000 active | AID 1794759
PC-3: PC-3 prostate cancer cells. 3.9% of 80,000 active
The depositor's hits bear a star; / = not tested or not shown; & = joins results of further samples. How the source made its calls: active means growth percent below 10; inactive means the rest.

1) Cc1cc(C)c2c(Cn3cc(Cn4c(C)cc(=O)n(Cc5cn(Cc6cc(=O)oc7cc(C)cc(C)c67)nn5)c4=O)nn3)cc(=O)oc2c1
2) Fc1ccc2[nH]cc(-c3nc(-c4cccnc4)cs3)c2c1
3) CC1=CN2C(=NC3=C(CCCC/C3=C\c3ccc(Cl)cc3)C2c2ccc(Cl)cc2)S1 (configuration not stated)
4) CCCCNC(=O)n1ncc2ccc([N+](=O)[O-])cc21
5) CCOC(=O)c1cc2c(n1Cc1cc(OC)cc(OC)c1)-c1nc(NC(C)=O)sc1CCC2
6) CCCCCCCCCCCCCCCCCCOc1cccc(CC(=O)NCC[N+]2(C)CCCC2)c1
7) C[C@@H](C[C@H](CCO)c1cc(C(F)(F)F)cc(C(F)(F)F)c1)c1ccc2ccccc2c1
8) CC(C)c1ccc(/C=N\N(C)C)cc1
screen / no.	1	2	3	4	5	6	7	8
U251	115	80	102	98	72	68	92	89
SF-295	98	75	98	109	79	92	78	103
DU-145	90	83	110	104	100	112	93	111
OVCAR-8	104	91	106	101	70	90	102	94
SF-539	90	78	99	97	90	87	94	/
SNB-19	89	91	109	97	92	78	107	98
OVCAR-3	99	72	114	101	97	98	81	107
SF-268	74	82	104	98	82	80	82	101
PC-3	94	/	107	93	50	57	83	88

9) CCOc1cccc2sc(N(Cc3cccnc3)C(=O)C3CCCCC3)nc12
10) Cc1cccc[n+]1CCc1ccccc1
11) NCCNCc1ccncc1
12) CN(C)c1ccc(C=C2c3ccccc3-c3ccccc32)cc1
13) C#CCOc1ccccc1C(OC(=O)c1ccc(OCC)cc1)C(=O)NC(C)(C)C(C)(C)C (configuration not stated)
14) COCCOC(CC(F)F)c1ccc2ccccc2c1 (configuration not stated)
15) CCOc1ccc(NC(=S)N2CCC(CCCC3CCN(C(=S)Nc4ccc(OCC)cc4)CC3)CC2)cc1
16) Cc1ccc(C(=O)c2ccc(CC(=O)N=Nc3c(O)[nH]c4ccc(OC(F)(F)F)cc34)n2C)cc1
screen / no.	9	10	11	12	13	14	15	16
U251	107	99	102	89	66	104	95	97
SF-295	105	101	109	106	52	100	85	101
DU-145	102	119	123	101	97	110	96	102
OVCAR-8	102	103	104	98	81	104	92	94
SF-539	103	108	104	95	88	100	106	102
SNB-19	104	105	103	/	87	98	96	94
OVCAR-3	92	118	120	89	67	112	79	117
SF-268	97	104	/	94	59	98	83	93
PC-3	69	94	97	96	38	100	99	99

17) O=C(CC(O)c1coc(-c2ccc(Cl)cc2)n1)c1ccc(Br)cc1 (configuration not stated)
18) COc1ccc(N=C(C)C2C(=O)c3ccccc3C2=O)cc1
19) O=C1CC(c2nc3ccccc3s2)CN1C1CCCCC1 (configuration not stated)
20) NC1=C(Cl)C(=O)c2ccc(S(N)(=O)=O)cc2C1=O
21) Brc1ccc2[nH]cc(-c3csc4nc(-c5ccccc5)cn34)c2c1
22) CC(C)CC(C)NC(=O)CCCl (configuration not stated)
23) c1ccc(C2=NN(c3ccccc3)[C@H](c3cn(-c4ccccc4)nc3-c3ccccc3)C2)cc1
24) Oc1nc(NCc2ccccc2)sc1/C=C1\C=Nc2ncccc21
screen / no.	17	18	19	20	21	22	23	24
U251	84	81	95	-91*	89	94	105	51
SF-295	107	79	93	-86*	76	105	87	74
DU-145	111	101	104	-90*	93	105	115	57
OVCAR-8	89	92	95	-54*	89	94	124	48
SF-539	92	81	/	-84*	86	97	100	23
SNB-19	99	62	105	-73*	91	98	109	63
OVCAR-3	112	101	101	-95*	/	103	117	53
SF-268	102	90	99	-74*	82	104	111	52
PC-3	73	86	90	1.2*	61	98	88	71

25) CSc1nc(NCc2ccccc2)c(C#N)c(-c2cccc([N+](=O)[O-])c2)n1
26) C(#CCN1CCOCC1)CCCN1CCOCC1
27) COC(=O)c1ccc2nc(-c3cc4ccccc4n3C)n(CCCCOc3cc4c(cc3OC)C(=O)N3CCC[C@H]3C=N4)c2c1
28) COc1ccc(C2OC(c3ccc(Oc4nnnn4-c4ccccc4)cc3)=NN2C(C)=O)cc1 (configuration not stated)
29) CC(C)(C)OC(=O)Cn1cc(CNC(=O)[C@H](Cc2ccccc2)NC(=O)OCc2ccccc2)nn1
30) CC1=C(C(=O)Nc2ccccc2)C(c2ccc(-n3cncn3)cc2)n2c(nc3ccccc32)N1 (configuration not stated)
31) COc1cccc(-c2nc3sccn3c2-c2ccnc(NCCCNS(=O)(=O)c3ccccc3)n2)c1
32) O=C(O)c1cn(C2CC2)c2cc(N3CCN(Cc4nc5c(cnn5-c5ccc(Br)cc5)c(=O)[nH]4)CC3)c(F)cc2c1=O
screen / no.	25	26	27	28	29	30	31	32
U251	/	99&102	1.0*	100	91	99	71	92
SF-295	99	106&113	-27*	106	92	94	55	100
DU-145	103	117&109	22	108	118	101	52	111
OVCAR-8	95	106&105	17	100	92	102	30	100
SF-539	104	92&104	-14*	104	105	98	70	85
SNB-19	95	108&107	11	98	94	94	95	94
OVCAR-3	111	111&116	-40*	105	117	106	48	98
SF-268	94	104&105	1.8*	95	104	94	63	86
PC-3	95	93&100	-6.8*	92	93	98	62	80

33) C#CCNC(=O)c1cc(C(=O)c2ccc(Cl)cc2)n2c(C)cccc12
34) COC(CCCl)c1ccc(Cl)cc1 (configuration not stated)
35) COc1ccc(C=Nc2ccccc2)c(OC)c1
36) O=C(Nn1c2c(sc1=NC1CC1)C(=O)c1ccccc1C2=O)c1cc2ccc1CCc1ccc(cc1)CC2
37) CCN(CC)CC#CCOC(=O)[C@]1(C)CCC[C@]2(C)[C@H]3C[C@H]4C(C(C)C)=C[C@]3(CC[C@H]21)[C@@H]1C(=O)CCC(=O)[C@@H]14
38) CC1=CC(C)(C)Nc2ccccc21
39) CC/C=C/CO[C@H]1Cc2cc3ccc(=O)oc3cc2OC1(C)C
40) CN(C)c1ccc(/C=C\C(=O)c2ccccc2)cc1
screen / no.	33	34	35	36	37	38	39	40
U251	/	93	101	33	38	97	85	81&82
SF-295	98	112	112	80	60	106	96	98&92&66
DU-145	108	111	109	33	71	105	105	79&89&87
OVCAR-8	99	97	109	3.8*	40	99	80	93&94&102
SF-539	97	101	109	5.2*	67	105	90	94&96&88
SNB-19	101	110	113	34	70	104	96	62&92&99
OVCAR-3	110	109	118	1.1*	59	110	91	78&76&81
SF-268	106	110	101	45	69	95	91	85&90&92
PC-3	91	108	103	31	25	97	84	76&94&88

Copied from the list:
cpd 36 in SF-268: 45
cpd 35 in PC-3: 103

Some entries already given, reduced to SF-268 and U251:
entry	compound	SF-268	U251
35	COc1ccc(C=Nc2ccccc2)c(OC)c1	101	101
39	CC/C=C/CO[C@H]1Cc2cc3ccc(=O)oc3cc2OC1(C)C	91	85
37	CCN(CC)CC#CCOC(=O)[C@]1(C)CCC[C@]2(C)[C@H]3C[C@H]4C(C(C)C)=C[C@]3(CC[C@H]21)[C@@H]1C(=O)CCC(=O)[C@@H]14	69	38

Next results follow.
41) CC1=CC(c2ccc(C)cc2)N2C(C)=CSC2=N1 (configuration not stated)
42) CC1=CC(OC(=O)C(C)(O)CCC(O)(C(=O)OC2CC(O)(C(C)C)CCC2(C)O)C(C)C)(C(C)C)CCC1 (configuration not stated)
43) CC[C@H](C)[C@@H](C(=O)OC)n1cc(CNC(=O)[C@@H](Cc2ccccc2)NC(=O)OCc2ccccc2)nn1
44) C=C(C)[C@@H]1CC[C@]2(CNCCO)CC[C@]3(C)[C@H](CC[C@@H]4[C@@]5(C)CCC(N)[C@@](C)(CO)[C@@H]5CC[C@]43C)[C@@H]12 (some centres not stated)
45) Cc1ccc(CN(Cc2ccc(-c3ccccc3S(C)(=O)=NC#N)cc2)C(=O)c2ccccc2Cl)cc1 (configuration not stated)
46) Cc1cc2nc3c4ccccc4n(CC[N+](C)(C)[O-])c3nc2cc1C
47) CCCCOC(=O)C(N)Cc1ccc(OC)cc1 (configuration not stated)
48) O=C(Nc1cccc(C(F)(F)F)c1)c1cncc(C#Cc2cnc3cccnn23)c1
screen / no.	41	42	43	44	45	46	47	48
U251	97	/	91	-86*	/	117	97	68
SF-295	107	98	99	-20*	70	98	94	63
DU-145	107	110	104	10	90	111	110	23
OVCAR-8	100	98	91	11	77	101	102	41
SF-539	102	97	104	-81*	83	93	115	32
SNB-19	100	98	93	30	79	98	106	83
OVCAR-3	/	112	115	-43*	82	106	109	44
SF-268	99	96	94	10	80	104	102	46
PC-3	98	102	100	20	41	89	85	35

49) N[C@H](Cc1cc(I)c(Oc2ccc(O)c(I)c2)c(I)c1)C(=O)O
50) Cc1c(C(N)=O)sc2nc(SCC(=O)Nc3ccc(Cl)cc3)n(-c3ccccc3)c(=O)c12
51) N#C/C(=C/c1ccccc1)c1nnc(NC(=O)c2ccc(-n3c(=O)[nH]c4ccccc4c3=O)cc2)s1
52) O=C(Cn1nncc1CN1C(=O)CSC1=O)Nc1cccc(O)c1
53) Cc1ccc(O)c(NC(=O)c2cccc(Nc3ccnc(C(F)(F)F)c3)c2)c1
54) CCOC(=O)C1(C(=O)OCC)C(C(=O)c2ccccc2)C1c1ccccc1 (configuration not stated)
55) COc1nc(N)nc2c1ncn2C1O[C@H](CO)[C@@H](O)[C@@H]1O (some centres not stated)
56) O=C1OC(c2nc3ccccc3s2)=C/C1=C\c1cccc(Cl)c1
screen / no.	49	50	51	52	53	54	55	56
U251	95	98	111	100	84	90	108	96
SF-295	93	/	104	100	40	121	97	99
DU-145	112	120	128	113	81	131	120	106
OVCAR-8	107	118	113	98	73	91	103	101
SF-539	101	110	101	93	73	97	116	94
SNB-19	114	101	97	103	90	80	112	86
OVCAR-3	110	131	76	110	93	116	114	101
SF-268	93	101	113	102	77	108	106	99
PC-3	83	73	103	97	68	71	105	83

57) O=c1[nH]cc(O)c(=O)[nH]1
58) CCCNC(=O)Oc1ccc(/C(=C(/C)Cc2ccc(OC)cc2)c2ccc(OCCN3CCCCCC3)cc2)cc1
59) C/C(=N/NC(=O)c1cc2ccccc2oc1=N)c1ccc(Br)cc1
60) CN(C)CC1CCC(CN(C)C)C1=O (configuration not stated)
61) CS(=O)(=O)c1ccc(C(=O)N/N=C/c2ccccc2Cl)cc1
62) O=S(=O)(NCCNc1nccc(-n2ccc3cccnc32)n1)c1ccccc1
63) CC1(C)CC(=O)C(c2c(-c3ccccc3)[nH]c3nc(N)nc(N)c23)=C(O)C1
64) COC(=S)SCC(=O)c1ccc(Br)cc1
screen / no.	57	58	59	60	61	62	63	64
U251	110	83	100	102	90	106	101	65
SF-295	109	106	99	133	103	103	99	63
DU-145	106	100	108	115	99	109	122	95
OVCAR-8	100	91	125	105	97	107	95	71
SF-539	96	98	100	109	101	97	/	93
SNB-19	99	98	94	102	95	97	107	85
OVCAR-3	101	98	109	132	103	110	111	99
SF-268	92	92	103	108	100	101	110	95
PC-3	97	83	103	97	99	99	86	91

65) CCc1ccc(C(Nc2ccc3nc4n(c(=O)c3c2)CCC4)C(=O)O)cc1 (configuration not stated)
66) C=C(CN=[N+]=[N-])[C@@H]1CC[C@]2(C(=O)OC)CC[C@]3(C)[C@H](CC[C@@H]4[C@@](C)(CCC#N)[C@H](C(=C)CN=[N+]=[N-])CC[C@]43C)[C@@H]12
67) CN(Cc1ccccc1)c1nc(Cl)c(C2CC(c3ccc(Br)cc3)=NN2c2cc(Cl)cc(Cl)c2)s1 (configuration not stated)
68) COc1cc(C2C=C(c3ccc(Cl)cc3)Nc3nc(SC)[nH]c(=O)c32)ccc1Oc1ccnc2cc(Cl)ccc12 (configuration not stated)
69) COC1OC(CO)C(O)C(O)C1O (configuration not stated)
70) CC(=O)OCC1OC(n2ccc(N)nc2=O)C(OC(C)=O)C1OC(C)=O (configuration not stated)
71) CCN1CCN(c2nc(NNC(=O)c3ccc(OC)cc3)nc(N3CCN(C(c4ccccc4)c4ccccc4)CC3)n2)CC1
72) C#Cc1cccc(Nc2ncnc3ccc(NC(=O)c4ccccc4)cc23)c1
screen / no.	65	66	67	68	69	70	71	72
U251	102	78	110	90	87&110&92&96	107	40	85
SF-295	96	/	95	91	104&124&98	104	71	90
DU-145	116	89	110	74	113&109&108&112	133	72	51
OVCAR-8	97	90	101	84	100&107&105&105	92	63	81
SF-539	97	92	106	96	103&116&98&102	90	73	90
SNB-19	100	78	112	81	105&98&105&103	86	78	89
OVCAR-3	114	66	107	87	108&113&111&117	135	12	66
SF-268	98	73	98	67	103&103&100&105	119	82	75
PC-3	111	41	102	67	84&99&103&101	/	30	76

73) COc1ncnc2c(-c3ccccc3)cn(COCc3ccccc3)c12
74) COc1ccc(NC(=O)Nc2ccc(OCC(=O)N=Nc3c(O)[nH]c4ccc(Br)cc34)cc2)cc1
75) Cc1ccc(S(=O)(=O)Oc2ccc(NC(=O)C3CCCCCC3)cc2)cc1
76) COc1ccc(/C=N/Nc2nc(N/N=C/c3ccc(OC)cc3O)nc(N3CCOCC3)n2)c(O)c1
77) O=C1CCC(OC(c2ccc(Cl)cc2)c2ccc(Cl)cc2)N1 (configuration not stated)
78) CCOCc1c(C)cc(C)cc1C
79) CC1=CC(=O)C=C(C)C1=O
80) FC(F)(F)c1cccc(-c2cn3c(ccc4ccccc43)n2)c1
screen / no.	73	74	75	76	77	78	79	80
U251	60	75	74	46	100	102	93	87
SF-295	53	102	96	31	101	107	100	88
DU-145	87	96	96	58	106	114	112	106
OVCAR-8	27	92	92	69	100	101	97	95
SF-539	84	95	89	47	110	101	102	99
SNB-19	78	91	95	69	101	104	98	100
OVCAR-3	63	77	106	19	99	102	120	97
SF-268	74	77	96	54	100	108	106	99
PC-3	25	87	83	36	90	94	89	83

Compound activity: PubChem BioAssay, NCI
